APJ antagonist – APJ receptor antagonism. 0.32% of 330,000 active. inhibition, % at 20 µM. CHO-K1 APJ beta-arrestin complementation, luminescence. AID 2521. P35414;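 active = inhibition above about 40% at 20 µM, limit read from the data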;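 note: cells challenged with 10 nM apelin-13 agonist together with compound; plate controls were apelin-13 plus DMSO wells for no effect and DMSO wells lacking apelin-13 for full effect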
CXCR6 block – inhibitors of human CXCR6 receptor | CHO-K1 PathHunter CXCR6 beta-arrestin, luminescence | 0.36% of 360,000 active | AID 602244 | O00574 | inhibition, % at 20 µM; in the data active = inhibition above about 34%, passing the limit was not always enough;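 note: antagonist mode with CXCL16 agonist at 10 nM final; 0% = 10 nM CXCL16 with DMSO and 100% = unstimulated wells without agonist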
tim10-1 inh – inhibits growth of tim10-1 mutant yeast. S. cerevisiae tim10-1 ts strain growth, BacTiter-Glo, 24 h. inhibition, % at 20 µM. 2.2% of 330,000 active;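 active = inhibition of at least 40%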;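 note: mutant grown at 25 °C; 0% = DMSO wells with yeast and 100% = wells holding no yeast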
UPR XBP1 act – activators of adaptive arm of unfolded protein response (XBP1). CHO-XBP1 luciferase reporter, IRE1-XBP1 UPR activation, luminescence; percent of tunicamycin response, DMSO as zero. activation, % at 20 µM. 0.33% of 330,000 active. AID 463104;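 active = versus positive control, 20 µM dose yields 30% or more activation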;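 note: 100% = tunicamycin at 10 µg/mL and 0% = DMSO only wells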
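Material: IRE1-XBP1 luciferase reporter CHO line / Quantity: one thousand reporter cells per well / Buffer or medium: F12 with 10% serum / Compound: 20 µM single concentration, DMSO 1% / Times: 6 h treatment, 37 °C / Detection: Steady-Glo luciferase glow luminescence, 10 min after reagent addition / Benchmarks: tunicamycin high, DMSO low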
TIM10 inh – TIM10 yeast growth inhibition; S. cerevisiae TIM10 strain growth, BacTiter-Glo luminescence, 24 h; inhibition, % at 10 µM; 1.4% of 330,000 active;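 active = inhibition of 40% or more at the single tested concentration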;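 note: wild-type TIM10 isogenic control strain grown at permissive 25 °C; 0% = DMSO yeast wells and 100% = minimal medium wells without yeast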
UPR CHOP act – apoptotic UPR (CHOP) activation. CHO-CHOP luciferase reporter, luminescence; percent of tunicamycin response over DMSO baseline. activation, % at 10 µM. 0.34% of 330,000 active. AID 449763;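 active = at 10 µM dose, activation of 40% or more, normalized to positive control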;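 note: 100% = tunicamycin at 10 µg/mL and 0% = DMSO alone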
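System: CHO-CHOP luciferase reporter cell line; amount: 500 cells/well; buffer or medium: F12 medium containing 10% fetal bovine serum; incubation: 6 h compound exposure at 37 °C after overnight seeding; measured by: luciferase luminescence after 10 min with Steady-Glo reagent; evaluation: % reporter activation, DMSO baseline versus tunicamycin full activation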
Mdm2-MdmX inh – disrupts the human Mdm2-MdmX interaction | O15151+Q00987 | SaOS-2 split-luciferase Mdm2/MdmX complementation, luminescence | inhibition, % at 8 µM | 3% of 330,000 active | AID 485346;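 active = inhibition of at least 50% at 8 µM in the primary screen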
Target sequence (O15151 whole entry, looked up): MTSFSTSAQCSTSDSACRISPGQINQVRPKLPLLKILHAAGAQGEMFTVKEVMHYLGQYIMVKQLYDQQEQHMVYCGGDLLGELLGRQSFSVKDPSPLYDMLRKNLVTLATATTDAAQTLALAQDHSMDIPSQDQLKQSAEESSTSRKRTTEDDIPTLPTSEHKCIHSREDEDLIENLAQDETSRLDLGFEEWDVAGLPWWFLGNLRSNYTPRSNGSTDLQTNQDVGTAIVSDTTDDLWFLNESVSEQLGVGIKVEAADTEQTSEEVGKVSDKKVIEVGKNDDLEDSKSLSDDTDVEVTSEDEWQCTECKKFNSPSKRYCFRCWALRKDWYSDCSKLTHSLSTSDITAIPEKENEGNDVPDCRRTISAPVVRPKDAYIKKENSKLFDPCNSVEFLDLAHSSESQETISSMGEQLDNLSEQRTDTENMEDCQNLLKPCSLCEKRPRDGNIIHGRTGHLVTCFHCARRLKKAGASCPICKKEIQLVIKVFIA
Target sequence (Q00987 whole entry, looked up): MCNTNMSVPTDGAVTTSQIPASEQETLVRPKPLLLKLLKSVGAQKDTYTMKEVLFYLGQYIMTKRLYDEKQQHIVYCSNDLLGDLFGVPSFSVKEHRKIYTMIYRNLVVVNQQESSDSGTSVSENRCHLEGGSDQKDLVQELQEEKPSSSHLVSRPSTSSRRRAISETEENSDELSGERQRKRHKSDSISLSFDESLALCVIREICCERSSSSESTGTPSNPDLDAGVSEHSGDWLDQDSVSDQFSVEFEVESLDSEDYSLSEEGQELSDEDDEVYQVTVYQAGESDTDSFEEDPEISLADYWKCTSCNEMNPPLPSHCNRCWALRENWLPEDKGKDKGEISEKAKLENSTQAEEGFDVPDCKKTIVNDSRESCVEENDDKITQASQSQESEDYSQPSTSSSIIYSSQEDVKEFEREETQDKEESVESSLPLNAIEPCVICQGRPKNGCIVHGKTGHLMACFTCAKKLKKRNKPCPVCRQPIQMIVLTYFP
tim23-1 inh – inhibits growth of tim23-1 mutant yeast. S. cerevisiae tim23-1 growth, BacTiter-Glo luminescence, 24 h. inhibition, % at 20 µM. 1.3% of 330,000 active. AID 463212;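 active = growth inhibition of the mutant yeast at or above 50%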;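 note: temperature-sensitive mutant grown at 25 °C; plate controls were DMSO-treated mutant yeast for no effect and medium wells lacking yeast for full effect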
APJ agonist – APJ receptor agonism; CHO-K1 APJ PathHunter beta-arrestin, luminescence; 0% DMSO wells, 100% apelin; 0.11% of 330,000 active; activation, % at 20 µM; P35414;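 active = activation more than six SD over the plate average, tested at 20 µM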;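 note: 0% = DMSO alone and 100% = apelin-13 at 10 nM; some results filed as inactive read as strong as hits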
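Assay system: CHO-K1 cells stably expressing ProLink-tagged human APJ and arrestin–beta-gal acceptor. Compound dosing: 20 µM single point, 1% DMSO. Times: 16-18 h seeding, 90 min dark compound exposure, 60 min detection. Detection: beta-gal luminescence. Evaluation: APJ–arrestin association signal. Controls: negative DMSO alone, positive Apelin-13 at 10 nM.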
* hit, by the source's call; . = not tested or not shown. These rows are one share of the data (hit frequency here may not be typical).

Molecule,APJ antagonist,UPR CHOP act,CXCR6 block,APJ agonist,tim10-1 inh,TIM10 inh,tim23-1 inh,UPR XBP1 act,Mdm2-MdmX inh
CN(Cc1ccccc1)C(=O)COC(=O)/C=C/c1ccc2c(c1)OCO2,5,4.0,1,-3,17,2,12,0,9
O=C(COc1ccccc1)Nc1ccc(-c2nnc(-c3ccco3)o2)cc1,-11,3.3,-1,-4,-5,-14,-7,1,2
COCCOC(=O)c1[nH]c2c(c1C)C(=O)CC(c1cc(OC)c(OC)c(OC)c1)C2 (stereo not drawn),-21,-2.7,-10,-2,18,-10,10,-5,32
O=C1CC(NS(=O)(=O)c2cccnc2)CN1c1ccccc1 (stereo not drawn),14,-0.3,0,3,0,-1,14,1,8
COc1ccccc1N1CC(C(=O)OCc2nc(N)nc(Nc3ccccc3)n2)CC1=O (stereo not drawn),8,2.1,2,-1,10,8,-3,-1,-18
COc1ccc(N2CCN(C(c3ccccc3OC)c3nnnn3Cc3ccco3)CC2)cc1 (stereo not drawn),-8,-0.4,0,-6,40*,4,13,0,-6
CC(C)(C)NC(=O)COc1ccc2oc3c(c2c1)CCCC3,5,3.9,-4,-2,14,-3,21,3,3
Cn1c(=O)n(C)c2cc(S(=O)(=O)Nc3cc(Cl)ccc3O)ccc21,-44,-1.3,-24,2,9,7,-7,-2,43
Cc1noc(C)c1C(=O)OCC(=O)NC1CCCCC1C (stereo not drawn),-9,0.2,4,1,3,3,13,0,0
COc1cccc(C(=O)NC2CCCc3ccccc32)c1 (stereo not drawn),9,-0.6,-3,0,2,-12,-1,0,1
N#CCCCN1C(=O)C(=C(C#N)C#N)c2ccccc21,-19,-0.3,-4,4,25,14,25,-2,1
COC(=O)c1ccc(CO/N=C2\CCCc3nonc32)cc1,-1,1.3,10,0,15,-1,7,4,-9

Next part (2 carried over from the part before).
Molecule,APJ antagonist,UPR CHOP act,CXCR6 block,APJ agonist,tim10-1 inh,TIM10 inh,tim23-1 inh,UPR XBP1 act,Mdm2-MdmX inh
N#CCCCN1C(=O)C(=C(C#N)C#N)c2ccccc21,-19,-0.3,-4,4,25,14,25,-2,1
COC(=O)c1ccc(CO/N=C2\CCCc3nonc32)cc1,-1,1.3,10,0,15,-1,7,4,-9
CC1(C)CC(=O)C(C(O)c2cccc([N+](=O)[O-])c2)C(C)(C)N1 (stereo not drawn),0,-0.9,-8,1,-2,-10,-3,-5,-23
O=C(O)CCc1ccc(-c2cccs2)n1NC(=O)c1ccc(Cl)cc1Cl,-10,0.2,-2,-3,8,-1,6,-2,-2
COc1cc(C(=O)NNC(=O)c2ccc(F)cc2)ccc1OCC(=O)N1CCOCC1,5,0.5,5,-1,-6,15,13,2,-7
COC(=O)CC(=O)N1CCN(c2ccc(Cl)c(Cl)c2)CC1,-8,-0.5,-6,4,6,-10,5,-3,-8
Cc1cccc2cc(/C=N/NC(=O)c3ccncc3)c(Cl)nc12,12,-0.4,-5,-3,9,-3,-5,2,30
COC(=O)c1cc(NC(=O)C23CCC(C)(C(=O)O2)C3(C)C)cc(C(=O)OC)c1 (stereo not drawn),-7,-0.7,-2,5,13,3,3,-4,-10
CCN(C[C@H]1N[C@@](Cc2ccccc2)(C(=O)OC)[C@H]2C(=O)N(Cc3ccccc3)C(=O)[C@@H]12)S(=O)(=O)c1ccc(F)cc1,16,-0.5,15,-6,19,25,26,-2,-18
Cc1cc(C)c2cc(CN(Cc3ccco3)C(=O)NCc3ccccc3)c(=O)[nH]c2c1,4,-2.3,-10,-5,15,7,15,-1,8
O=S(=O)(c1ccc(F)cc1)N1CCN(S(=O)(=O)c2ccc3c(c2)OCCO3)CC1,-8,0.0,-2,-1,-4,-6,0,-3,16
Clc1ccc(-c2nnc3n2-c2ccccc2SC3)cc1,3,-1.0,2,3,12,-12,13,2,12
CCN(CC(=O)Nc1ccc(NC(C)=O)cc1)C(=O)/C=C/c1ccc(S(=O)(=O)N2CCCCCC2)cc1,-6,-0.2,1,-8,10,5,14,-5,17
CC1CCCC(NC(=O)COC(=O)COc2ccc(Cl)cc2)C1C (stereo not drawn),-6,1.4,-7,-4,12,16,1,0,15
O=C(Nc1nc(-c2ccc([N+](=O)[O-])cc2)cs1)c1c(F)cccc1F,9,1.0,13,-2,-10,4,2,-2,27
Cc1cc([N+](=O)[O-])cc(C)c1OCC(=O)N/N=C/c1ccc(OC(=O)c2ccccc2)cc1,34,3.4,-1,2,26,12,27,20,7
O=C(c1cnccn1)N1CCc2c([nH]c3ccccc23)C1c1cccc(Cl)c1 (stereo not drawn),16,0.0,14,0,23,41*,30,0,36
CC1(C)Cc2[nH]c(=S)c(C#N)cc2CO1,-3,-2.1,5,15,13,13,13,-1,-6
O=C(c1ccccc1)c1ccc(C(=O)N2CCN(c3ccc(F)cc3)CC2)o1,-6,0.6,3,-3,29,-3,28,4,14
O=C(N/C(=C/c1cccc([N+](=O)[O-])c1)C(=O)N1CCCC1)c1ccccc1,1,-0.7,-9,1,5,-10,16,0,-11
CON(C)C(=O)CCC1CCCN1C(=O)OC(C)(C)C (stereo not drawn),-6,1.0,-1,-5,-7,21,-3,-1,-4
O=C(N/N=C/c1ccco1)c1cc(-c2cccc3ccccc23)n[nH]1,-10,2.3,-3,2,-71,-9,14,3,-1
COc1cc(/C=N/NC(N)=O)cc(Br)c1OCc1ccc(C)cc1,-16,0.7,-5,-3,17,5,11,0,-10
CCOc1cc(C(c2c(C)[nH][nH]c2=O)c2c(C)[nH][nH]c2=O)ccc1OC(=O)c1cccc([N+](=O)[O-])c1,12,0.6,8,0,32,5,13,-3,9
CCc1ccc2[nH]c(=O)c(CN(CCCN3CCOCC3)C(=O)Nc3ccccc3)cc2c1,15,-1.3,-2,3,2,-11,-6,-1,-8
N#Cc1ccccc1NC(=O)Nc1cccs1,3,0.4,2,-3,9,0,-1,-2,20
COc1ccc(OC)c(NC(=O)Cn2c(=O)n(CC3CCCO3)c(=O)c3cc(OC)c(OC)cc32)c1 (stereo not drawn),-12,1.0,5,-4,6,19,15,3,-28
COc1ccc(OC)c(N=C2SCCCN2C(=O)c2ccc(N3C(=O)CCC3=O)cc2)c1,10,0.9,.,-4,1,7,7,2,7
CC(=O)C1=C(O)C(=O)N(CCc2c[nH]c3ccccc23)C1c1ccccc1 (stereo not drawn),5,-0.2,1,-4,0,-10,-3,-1,-1
COc1ccc(CNc2ncc(-c3ccc(F)cc3)n2C)c2ccccc12,28,-6.1,1,-8,14,2,27,-10,57*
Cc1ccc(S(=O)(=O)N(C)C)cc1NC(=O)COC(=O)CN1C(=O)c2ccccc2C1=O,2,4.6,0,-4,3,-9,-6,0,12
c1coc(CNCc2cccs2)c1,7,-1.0,1,-3,10,-14,-3,-3,21
CC(=O)NNc1ccc(C(F)(F)F)cc1[N+](=O)[O-],12,0.8,3,4,-11,-5,-1,-3,23
COc1ccccc1NC(=O)NCC1(N(C)C)CCCCC1,17,0.7,0,1,-13,8,-1,-1,-3
Cc1ccc(S(=O)(=O)N2CCN(C(=O)c3ccc(-n4cncn4)c([N+](=O)[O-])c3)CC2)cc1C,-80,-0.9,-8,12,-19,13,-7,1,5
COC1=C/C(=C/c2c(N)n3nc(CC(=O)N4CCCCC4)sc3nc2=O)C=CC1=O,12,3.0,6,0,16,20,1,-1,14
CC(C)(C)N(Cc1ccccc1)C(=O)COC(=O)c1ccc([N+](=O)[O-])o1,-158,0.8,-30,0,45*,27,53*,-2,-3
Cc1cc(C)cc(C(=O)Nc2c3c(nn2C(C)(C)C)CS(=O)(=O)C3)c1,23,-1.1,4,-1,2,2,-3,-6,-10
O=C1CSC(c2ccccn2)N1c1ccc2ccccc2c1 (stereo not drawn),-5,3.1,5,0,26,-5,12,0,15
CC(=O)c1ccc2c(c1)C1C=CCC1C(c1ccncc1)N2 (stereo not drawn),-53,4.3,-11,2,13,2,17,-2,10
COc1ccc2c(=O)c(-c3ccccc3)c(C)oc2c1,6,4.8,2,-2,-11,-7,16,2,-17
COc1cccc2c(Cl)c(CCCl)c(C)nc12,26,1.2,0,-2,33,15,9,-1,14
CN(CC(=O)Nc1ccccc1C(F)(F)F)CC(=O)N1CCCCCC1,1,-2.8,7,-2,18,4,-4,0,3
CC(C)(C)c1ccc(N=C2SCC(=O)N2Cc2cccs2)cc1,3,3.6,0,-5,-40,-18,6,-1,-18
Cc1c(C(=O)N2CCOCC2)c(S(=O)(=O)Nc2ccc(Br)cc2F)c(C)n1C,-3,0.7,10,6,0,17,9,-4,-8
CC(C)N1C(=O)C2C(c3ccccc3O)NC(C)(C(=O)O)C2C1=O (stereo not drawn),-3,1.7,1,0,11,11,11,-1,-11
O=C(OCCN(C1=NS(=O)(=O)c2ccccc21)c1ccccc1Cl)c1ccc(Cl)cc1,-2,1.6,11,-5,30,9,27,-2,22
